Tb hexokinase = Trypanosoma brucei hexokinase 1 inhibitors, primary screen, biochemical, G6PDH-coupled NADH absorbance, MLSCN library; hexokinase 1 [Trypanosoma brucei]; recombinant TbHK1, G6PDH-coupled NADH A340; inhibition, % at 10 µM; hit rate 0.11% among 220,000; AID 1430, 2008;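 active = inhibition of 50% or more in the single-dose primary screen; inactive = inhibition below 50%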
PPC-1+TRAIL kill = compounds killing PPC-1 cancer cells with TRAIL present, primary screen, TRAIL potentiator project, ATPLite luminescence, uHTS; hit rate 0.41% among 220,000; cell killing (% activity), % at 4 µM; PPC-1 cells + TRAIL, ATPLite viability luminescence;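 active = cell killing above 50% in the first pass at 4 µM, then a duplicate retest at 5 µM averaging 50% or more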;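 note: plate controls were cells with TRAIL plus DMSO for no effect and medium-only wells lacking cells for full effect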
Thrombin inh = human alpha-thrombin inhibitors, primary screen, counter-screen for coagulation protease inhibitor project, biochemical, 1536-well, fluorogenic AMC substrate; Prothrombin (Homo sapiens), P00734; Boc-VPR-AMC fluorogenic substrate cleavage; hit rate 0.26% among 220,000; inhibition, % at 5 µM;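 active = inhibition at or above 40%; inactive = inhibition below 40%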;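 note: 0% = enzyme with no compound and 100% = wells without enzyme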
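System: Human alpha-thrombin protein | Medium: pH 7.5 Tris (50 mM) with NaCl 150 mM, Tween 20 0.05% | Times: Enzyme reaction carried out at room temperature | Detection: AMC fluorescence, 355/460 nm | Evaluation: Percent inhibition scaled between no-compound controls and no-enzyme blanks | Benchmarks: Enzyme without compound as high, wells lacking enzyme as low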
Furin inhibitor = human furin inhibitors, primary screen, biochemical, fluorescence intensity; P09958; purified furin, fluorogenic substrate cleavage; inhibition, % at 30 µM; hit rate 0.061% among 220,000; AID 463115, 2010; in the data active = inhibition above about 25%; note: inactives centre near -15
Target sequence (P09958 108-714 limits assumed): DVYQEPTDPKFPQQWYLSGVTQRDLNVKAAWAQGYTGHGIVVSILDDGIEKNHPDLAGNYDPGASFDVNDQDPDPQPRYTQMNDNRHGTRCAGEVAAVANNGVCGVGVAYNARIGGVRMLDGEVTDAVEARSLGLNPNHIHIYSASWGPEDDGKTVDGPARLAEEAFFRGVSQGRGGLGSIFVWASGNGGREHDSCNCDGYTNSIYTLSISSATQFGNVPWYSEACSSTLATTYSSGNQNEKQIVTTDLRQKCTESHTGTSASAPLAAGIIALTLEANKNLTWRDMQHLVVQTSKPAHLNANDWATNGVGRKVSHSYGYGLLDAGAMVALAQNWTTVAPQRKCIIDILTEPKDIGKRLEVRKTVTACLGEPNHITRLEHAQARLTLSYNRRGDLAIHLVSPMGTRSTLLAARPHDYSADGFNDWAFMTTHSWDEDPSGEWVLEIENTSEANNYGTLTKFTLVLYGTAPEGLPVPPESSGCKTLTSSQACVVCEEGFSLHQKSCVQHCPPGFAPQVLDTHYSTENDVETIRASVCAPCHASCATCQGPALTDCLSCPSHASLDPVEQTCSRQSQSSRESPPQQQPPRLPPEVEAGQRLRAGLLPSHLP
m-calpain inh = inhibitors of pig calpain II, primary screen, biochemical, fluorogenic peptide substrate, 1536-well. AID 1236, 2008. inhibition, % at 16 µM. purified calpain II, 30 min. hit rate 0.37% among 220,000;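 active = inhibition above about 50%, limit read from the data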
KCC2 mod = KCC2 cotransporter modulators, thallium flux, primary screen, cell-based, HEK293 KCC2, FluoZin-2 fluorescence, MLSMR; B-score of Tl+ flux slope (higher = more flux/activation; lower = inhibition) at 10 µM; KCC2 cells, thallium flux FluoZin-2 fluorescence; Solute carrier family 12 member 5 (Homo sapiens), Q9H2X9; AID 1456, 2008; hit rate 2.2% among 190,000;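 active = thallium flux slope and its plate-corrected score both differing from the plate sample mean at a set confidence after two filtering rounds, in either direction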;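 note: slope of fluorescence scaled to starting intensity during 10 to 20 s after thallium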
TRPML3 ag = human TRPML3 channel agonists, primary screen, cell-based, HEK293 TRPML3-YFP, Fluo-8 calcium fluorescence, 3 µM; Mucolipin-3 (Homo sapiens), Q8TDD5; 100% = the carbachol control signal; activation, % at 3 µM; hit rate 0.29% among 220,000; AID 1448, 2008;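 active = activation above its plate's cutoff, the mean activation of the plate's test wells plus 3 SD, cut at about 12% in these data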;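 note: 0% = DMSO only wells and 100% = carbachol wells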
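Test system – HEK293 line with stable expression of human TRPML3-YFP channel · Control set – carbachol 87 µM final as high control (100%), DMSO as low control (0%) · Signal – Fluo-8 calcium dye fluorescence, ex 470-495, em 515-575 nm · Incubation – 1-h 37 °C dye load, 5-s basal, 120-s post-compound reads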
zfTRPN1 agonist = zebrafish TRPN1 channel agonists, primary screen, cell-based, HEK293, calcium fluorescence; transient receptor potential cation channel N1 (TRPN1/NompC), Danio rerio; HEK293 zebrafish TRPN1-YFP, Fluo-8 calcium fluorescence; 100% = response to 87 µM carbachol; activation, % at 3 µM; hit rate 0.18% among 220,000;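 active = activation above its plate's cutoff, the mean activation of test wells on that plate plus 3 SD, cut at about 19% in these data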;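 note: 0% = DMSO alone and 100% = 87 µM carbachol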
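System: zebrafish TRPN1-YFP in HEK293 cells / Dosing: 3 µM single point / Timing: dye loading 1 h at 37 °C, then 30 min room temperature / Signal: Fluo-8 calcium fluorescence, excitation 470-495 nm, emission 515-575 nm / Read-out basis: percent activation from peak over basal fluorescence ratio, control-normalized / Control set: high carbachol 87 µM, low DMSO alone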
EBV gp42 block = Epstein-Barr virus gp42 inhibitors, primary screen, biochemical, uHTS, fluorescence polarization; Glycoprotein 42 (Epstein-Barr virus (strain AG876)), Q1HVG2; Fluorescence polarization binding assay, mP read-out; inhibition, % (tested at 21.74 µM); hit rate 0.42% among 220,000; in the data active = inhibition above about 50%
Target sequence (Q1HVG2 whole entry, looked up): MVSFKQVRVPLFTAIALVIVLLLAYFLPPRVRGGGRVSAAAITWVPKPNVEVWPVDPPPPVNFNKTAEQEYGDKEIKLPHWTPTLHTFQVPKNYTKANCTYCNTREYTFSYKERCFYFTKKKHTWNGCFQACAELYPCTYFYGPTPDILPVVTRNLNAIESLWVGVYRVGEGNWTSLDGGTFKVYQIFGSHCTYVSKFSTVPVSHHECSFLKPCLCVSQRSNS
Starred values were filed as active, the others as inactive; . = not tested or not shown; [ ] = dose if it differs, or a comment.

Values in the order – Furin inhibitor, EBV gp42 block, m-calpain inh, PPC-1+TRAIL kill, Tb hexokinase, TRPML3 ag, KCC2 mod, Thrombin inh, zfTRPN1 agonist
COc1ccccc1NC(=O)COc1cccc(-n2cnnn2)c1
 : -3, -20, 4, 13, 4, 0.3, 0.53, 0, -0.9
COc1cc(NC(=O)c2cccs2)c(C(=O)OCC(=O)NCc2ccccc2)cc1OC
 : -23[20 µM], -37, 25, -1, -41, 2.2, ., 0, -0.7
Cc1ccc(C(=O)N/C(=C\c2ccc(Br)cc2)c2nc(=S)[nH][nH]2)cc1
 : -6[20 µM], -4, -1, 10, -14, 0.6, -0.48, 10, 0.0
Cc1nc2ccc(S(=O)(=O)Nc3cccc(-c4nc5cccnc5s4)c3)cc2s1
 : -7, 4, -44, -4, -5, 2.0, -0.61, -2, 2.1
COc1ccc(Cc2c(O)nc(SCC(=O)NC(C)(C)C)[nH]c2=O)cc1
 : -41, -6, -31, -1, 1, 0.6, 0.0065, -4, 1.7
CCS(=O)(=O)NCCCc1ccccc1
 : 12[20 µM], -5, 14, 1, 4, 0.5, 0.012, -6, -1.1
C=C(c1ccc(O)cc1)c1ccc(O)cc1
 : -12[20 µM], -16, 44, 4, -6, -0.7, -0.19, 1, -1.0
C=C(C)CNC(=S)NNC(=O)CCn1c2ccccc2c2ccccc21
 : -24, 2, 0, 26, 7, 0.2, -1.3, -3, -1.9
Cc1ccccc1NC(=O)CN1C(=S)NC(C)(C)CC1C (stereo not drawn)
 : -9, 1, 28, 1, 28, 0.4, 1.2, 13, 1.1
C=CCNC(=O)/C(=C\c1ccc(OC)cc1)NC(=O)c1ccc([N+](=O)[O-])cc1
 : -10, -44, -9, 5, -10, 0.6, 2.2, 3, -0.9
CCc1cccc(C)c1NC(=O)CN(C)Cc1cccc(F)c1
 : -10, -5, 19, -2, -2, -1.4, -0.82, -8, -2.8
CC(C)(C)n1nnnc1C(c1cccnc1)N1CCN(c2cccc(C(F)(F)F)c2)CC1 (stereo not drawn)
 : -18[20 µM], -3, -31, 20, -12, -1.4, -0.66, 9, -2.9
O=C1CC(SCCO)C(=O)N1c1ccc(Oc2ccccc2)cc1 (stereo not drawn)
 : 10[20 µM], -17, 5, -16, 1, -0.3, -1.9, 3, 0.2
CCCCCOc1ccc2oc(=O)c3c(c2c1)CCCN3C(=O)CN1CCCC(C(=O)OCC)C1 (stereo not drawn)
 : -21[20 µM], -15, -16, -17, -15, 2.8, -0.015, -3, -1.8
CCn1c(/C=C/Nc2ccccc2)[n+](CC)c2cc(Cl)c(Cl)cc21
 : -6, -9, 25, -8, -16, 1.5, -2.3, -11, 3.5
CCC(=O)Nc1ccc(Cl)c(NC(=O)c2ccccc2OC)c1
 : -8, -7, 6, 16, -5, -0.2, 0.1, -1, -0.8
O=C(CCSCc1ccccc1F)NCCc1ccccc1
 : -31, -15, 1, 6, 3, -0.9, -2.6, -4, -0.1
COc1ccc(C2CC(=O)N(C)c3ccccc3S2)cc1 (stereo not drawn)
 : -14, -5, 15, 7, 2, -0.5, -1.2, 3, -1.8
Cc1ccc(C(=O)CCNc2ccc(F)c(Cl)c2)o1
 : -8, -19, 6, 6, 4, -0.5, 0.16, 3, -0.2
Clc1ccc(-c2nn3c(C4COc5ccccc5O4)nnc3s2)cc1 (stereo not drawn)
 : -18, -26, -15, 5, 0, 0.7, 0.091, -3, 0.9
O=C(CSc1ncnc2ccccc12)c1cccs1
 : -17, -6, -2, 2, -1, -0.3, -1, -16, -0.5
Cc1cc(C(=O)OCc2nc3ccccc3s2)c(C)o1
 : -24, -10, -8, 7, 6, 0.1, 0.063, -6, -2.8
COc1ccc(OC)c(-c2csc(NC(=O)C3=NNC(=O)CC3)n2)c1
 : -12, -15, -104, 40, -12, 0.5, -1.1, -5, 0.5
COc1ccccc1NC(=O)c1cnc2c(-c3ccccc3)c(C)nn2c1C
 : -25, -12, -14, 29, -15, 0.8, 0.13, -5, 2.1
COC(=O)C1=C(C)N=C2SC(C#N)=C(N)N2C1c1cccc(OC)c1 (stereo not drawn)
 : -15[20 µM], -21, -159, 13, -12, 0.7, -0.066, 3, -1.3
CCCCOc1ccc(NC(=O)[C@@H]2CCCN2C(=O)C2CCN(S(=O)(=O)c3ccc(C)cc3)CC2)cc1
 : -4, -3, 8, 2, -3, -0.8, 0.91, -1, -1.5
CCOC(=O)c1ccccc1-c1cn2cc(Cl)ccc2n1
 : -17, -5, 10, 6, -5, 1.8, -0.99, -11, -2.0
CNc1nc(Sc2ccccc2)cc(C(F)(F)F)n1
 : -19, 2, 43, 23, -2, -0.7, -0.035, -8, -1.2
Cc1ccc(C2(c3ccc(C)cc3)CC2C(=O)Nc2ccc([N+](=O)[O-])cc2O)cc1 (stereo not drawn)
 : -19[20 µM], -11, -101, 0, -6, 2.4, 0.017, 1, 2.6
CCCCc1nc2ccccc2n1CC(=O)NN
 : -15, 5, -17, 13, -5, 0.5, 0.51, -18, 0.1
O=C(Nc1ccc2c(c1)OCCO2)c1cnc2n(c1=O)CCS2
 : 0, -8, 8, 24, -32, 0.6, -0.012, -4, 2.4
Cc1ccc(C)c(NC(=O)C2(C)CC3c4ccccc4C2c2ccccc23)c1 (stereo not drawn)
 : -16[20 µM], -27, 1, 19, -8, 0.2, 0.53, -4, -0.9
CCOC1(OCC)C(c2ccc(Cl)cc2)C(C#N)(C#N)C1(OCC)OCC (stereo not drawn)
 : -6[20 µM], -3, 7, 14, 20, -0.7, 0.008, 1, -1.0
COc1ccc(CCNC(=O)C2CCN(S(=O)(=O)c3cc(OC)ccc3OC)CC2)cc1
 : -26[20 µM], -16, 4, 5, 2, 1.2, ., -9, 0.8
COC(=O)c1ccc(CS(=O)(=O)c2ccccc2C)o1
 : -16, 1, -14, ., -8, 1.4, 0.26, 1, 0.5
CNC(=O)N(C1=NCC(C)(C)S1)c1ccc(F)c(Cl)c1
 : 1, -15, -11, -1, -6, -0.4, ., -4, -1.9
COc1ccccc1/C=N/NC(=O)c1ccc(NC(=O)c2cccc([N+](=O)[O-])c2)cc1
 : -23, -3, -12, 8, -3, 0.5, 0.42, 2, 2.0
CCc1ccccc1NC(=O)CCc1nc(-c2cccs2)no1
 : -3, 5, 12, 12, 9, -0.2, -0.54, 2, -0.5
CC1Cc2ccccc2N1C(=O)C1CCCCN1S(=O)(=O)c1ccccc1 (stereo not drawn)
 : -14[20 µM], -22, 28, -4, -4, -0.7, -0.28, 32, -0.4
CCOC(=O)N1CCN(C(=O)c2ccc(CSc3ccc(Cl)cc3)cc2)CC1
 : -11, -5, 18, 13, -4, 0.5, -2.2, -2, -0.7
Cc1ccc2oc3nc(C)c(C(=O)O)cc3c(=O)c2c1
 : -16[20 µM], -8, -76, 14, -14, 0.8, -0.81, -1, 0.8
Cc1ccc(CC(=O)N2CCN(c3ccccn3)CC2)cc1
 : -1[20 µM], -15, -35, 0, 2, 0.1, 0.55, -3, -0.1
Cc1ccc2c(c1)c(C)c(C)n2CC(O)Cn1nc(C)c(Br)c1C (stereo not drawn)
 : 17[20 µM], -1, 4, 4, -8, 0.2, 0.021, 11, -1.0
O=C(N/N=C\c1cn[nH]c1-c1ccccc1)c1cccs1
 : -20, -18, 11, 8, -10, 0.7, -1.1, -2, -0.8
CS(=O)(=O)N(CC(=O)NC1CCCC1)Cc1ccc(F)cc1
 : -12, -9, 7, -4, -1, 0.9, 0.42, 5, 0.2
COc1ccc(C)cc1NC(=O)Nn1cnnc1
 : -22[20 µM], -12, -13, 33, -8, 1.0, 1.1, 4, 0.6
COc1ccc(NS(=O)(=O)c2ccc(SC)cc2)c(OC)c1
 : -1[20 µM], 6, 19, 4, 3, 0.3, ., -7, 1.3
CCn1c(SCC(=O)c2ccc(Br)cc2)nnc1C(C)NC(=O)Cc1ccc(OC)cc1 (stereo not drawn)
 : -17[20 µM], -6, -22, -10, -6, 0.8, ., -3, 4.0
COc1ccc(OC)c(C2=NOC(C(=O)NCc3cccs3)C2)c1 (stereo not drawn)
 : -16, 2, -24, -11, -8, 0.3, 0.43, -8, -0.9
CCC(C)NC(=O)Nc1ccc(Br)cc1Cl (stereo not drawn)
 : -26, -12, 28, 5, 2, -0.9, 0.11, -1, -2.3
COC(=O)c1sc2nc(C)nc(SCC(=O)C(C)(C)C)c2c1C
 : -3, -20, 21, -8, 11, 0.5, 1.2, 26, 1.3
C=CCC1c2cccc(C(=O)O)c2C(=O)N1c1ccc(Cl)cc1 (stereo not drawn)
 : -9[20 µM], -2, -2, 18, 2, -0.3, -0.77, -9, -1.1

Reprinted from above, 6 compounds:
Values in the order – Furin inhibitor, EBV gp42 block, m-calpain inh, PPC-1+TRAIL kill, Tb hexokinase, TRPML3 ag, KCC2 mod, Thrombin inh, zfTRPN1 agonist
COc1ccc(NS(=O)(=O)c2ccc(SC)cc2)c(OC)c1
 : -1[20 µM], 6, 19, 4, 3, 0.3, ., -7, 1.3
CCn1c(SCC(=O)c2ccc(Br)cc2)nnc1C(C)NC(=O)Cc1ccc(OC)cc1 (stereo not drawn)
 : -17[20 µM], -6, -22, -10, -6, 0.8, ., -3, 4.0
COc1ccc(OC)c(C2=NOC(C(=O)NCc3cccs3)C2)c1 (stereo not drawn)
 : -16, 2, -24, -11, -8, 0.3, 0.43, -8, -0.9
CCC(C)NC(=O)Nc1ccc(Br)cc1Cl (stereo not drawn)
 : -26, -12, 28, 5, 2, -0.9, 0.11, -1, -2.3
COC(=O)c1sc2nc(C)nc(SCC(=O)C(C)(C)C)c2c1C
 : -3, -20, 21, -8, 11, 0.5, 1.2, 26, 1.3
C=CCC1c2cccc(C(=O)O)c2C(=O)N1c1ccc(Cl)cc1 (stereo not drawn)
 : -9[20 µM], -2, -2, 18, 2, -0.3, -0.77, -9, -1.1

Assay outcomes deposited in PubChem by several laboratories.
